MRP resist rev: compounds reversing MRP-mediated drug resistance; 0.04% of 85,000 active; H69AR cells + 2 uM doxorubicin, CellTiter-Glo, 72 h; AID 602; differential viability (reversal), % at 10 µM;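 active means viability drop by adding the cancer drug above about 55%, with treated viability meeting a 40% cutoff, limit read from the data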;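 further: viability without doxorubicin minus viability with 2 µM doxorubicin for each compound; larger differential means the compound sensitizes cells more to doxorubicin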
Bcl-B TR3 displacers: displacers of TR3 peptide from Bcl-B, primary screen, selectivity assay for Bfl-1 inhibitor project, biochemical, fluorescence polarization. AID 748. 0.11% of 96,000 active. one-dose displacement, % at 20 µM; IC50 in µM for titrated hits. FP displacement of FITC-TR3 peptide from Bcl-B; higher % means a stronger effect;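 active means displacement above 50% at 20 µM plus a fluorescence interference ratio under 1.5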;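 further: plate controls were wells without compound for no effect and wells lacking Bcl-B protein for full effect; a part of the inactive calls stands beside numbers as strong as those of hits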
IL1B NFkB inh: blocks IL-1B driven NFkB nuclear translocation in HUVEC cells; 0.43% of 94,000 active; inhibition, % at 2 µM; AID 796; HUVEC IL-1B NFkB p65 nuclear translocation imaging;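 active means inhibition above about 30% together with a positive call from visual inspection of the well image, limit read from the data; inconclusive means inhibition above a set limit but visual check negative; inactive means inhibition not above a set limit, visual check negative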;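 further: nuclear over cytoplasmic p65 intensity ratio measured by imaging; 0% = IL-1B stimulated DMSO wells and 100% = unstimulated DMSO wells; values of inactives mirror those of a sister screen read the other way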
NFkB transloc pot: enhances IL-1B driven NFkB nuclear translocation; HUVEC IL-1B NFkB p65 nuclear translocation imaging; activation, % at 2 µM; 0.3% of 94,000 active; AID 819;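 active means activation above 40%, about the mean plus 3 SD, also judged a hit on visual image review; inconclusive means activation above 40% but not a hit on visual review; inactive means activation not above 40% and no visual hit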;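 further: percent activation is computed from the nuclear over cytoplasmic p65 intensity ratio; values of inactives mirror those of a sister screen read the other way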
PLAP inhibitors HTS: PLAP enzyme inhibitors, biochemical, luminescence, HTS (AID 690) | purified PLAP, luminescent substrate; higher % means a stronger effect | one-dose inhibition, % at 20 µM; IC50 in µM for titrated hits | 0.08% of 96,000 active; in the data active means a potency from the dose series; inactive means the rest, 99 in 100 with inhibition below about 30%; further: strong numbers were not always called active
MRP resist rev cytotoxicity: also measured in MRP resist rev; calls as there; viability, %; H69AR cells, CellTiter-Glo, 72 h; measured here: cytotoxicity without doxorubicin
MRP resist rev with doxorubicin: also measured in MRP resist rev; calls as there; viability, %; measured here: viability with 2 uM doxorubicin; active compounds read low
IL1B NFkB inh cell count 2 µM: also measured in IL1B NFkB inh; calls as there; cell count; measured here: cells passing quality filter;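 raw number of nuclei counted in each imaged well without normalization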
NFkB transloc pot cell count 2 µM: second read-out of NFkB transloc pot, no call of its own (marks repeat the call); cell count; measured here: cells passing quality filter
An asterisk follows results filed as active. An excerpt (hit frequency here may not be typical).

Results for COc1ccc(NC(=O)c2cc(-c3ccc(OC)c(OC)c3)on2)cc1OC ?
MRP resist rev: 8.5; Bcl-B TR3 displacers: 11.8%; IL1B NFkB inh: 3.9; NFkB transloc pot: -3.9; PLAP inhibitors HTS: 22.6%; MRP resist rev cytotoxicity: 91.8; MRP resist rev with doxorubicin: 83.2; IL1B NFkB inh cell count 2 µM: 214; NFkB transloc pot cell count 2 µM: 214

How did C=CCNC(=O)c1nc2ccccc2s1 do in these assays?
MRP resist rev: 41.7; IL1B NFkB inh: -3.1; NFkB transloc pot: 3.1; MRP resist rev cytotoxicity: 101.2; MRP resist rev with doxorubicin: 59.5; IL1B NFkB inh cell count 2 µM: 86; NFkB transloc pot cell count 2 µM: 86

Results for Cc1cc(N2CCCC2=O)cc(C)c1S(=O)(=O)NCCOc1ccccc1 ?
MRP resist rev: 10.7; Bcl-B TR3 displacers: -1.9%; IL1B NFkB inh: -36.2; NFkB transloc pot: 36.2; PLAP inhibitors HTS: 15.8%; MRP resist rev cytotoxicity: 89.5; MRP resist rev with doxorubicin: 78.9; IL1B NFkB inh cell count 2 µM: 113; NFkB transloc pot cell count 2 µM: 113

What do the screens show for `CCC(C)Sc1nc2c(cnn2-c2ccc(C)cc2)c(=O)[nH]1` (configuration not stated)?
MRP resist rev: 10.9; Bcl-B TR3 displacers: -1.5%; IL1B NFkB inh: 11.5; NFkB transloc pot: -11.5; PLAP inhibitors HTS: -25.5%; MRP resist rev cytotoxicity: 92.1; MRP resist rev with doxorubicin: 81.2; IL1B NFkB inh cell count 2 µM: 164; NFkB transloc pot cell count 2 µM: 164

What do the screens show for `c1ccc(-c2nc(N3CCCCC3)nc3ccccc23)cc1`?
MRP resist rev: -2.1; IL1B NFkB inh: -1.7; NFkB transloc pot: 1.7; MRP resist rev cytotoxicity: 82.7; MRP resist rev with doxorubicin: 84.8; IL1B NFkB inh cell count 2 µM: 84; NFkB transloc pot cell count 2 µM: 84

How did O=C1c2oc3ccccc3c(=O)c2C(c2cccc(O)c2)N1c1ccccn1 (configuration not stated) do in these assays?
MRP resist rev: -3.2; Bcl-B TR3 displacers: -2.6%; IL1B NFkB inh: -2.6; NFkB transloc pot: 2.6; PLAP inhibitors HTS: 4.9%; MRP resist rev cytotoxicity: 76.8; MRP resist rev with doxorubicin: 80.0; IL1B NFkB inh cell count 2 µM: 130; NFkB transloc pot cell count 2 µM: 130

How did Cn1c(=O)c2c(nc(N3CCOCC3)n2CCSc2ncccn2)n(C)c1=O do in these assays?
MRP resist rev: 9.2; Bcl-B TR3 displacers: -4.9%; IL1B NFkB inh: 2.1; NFkB transloc pot: -2.1; PLAP inhibitors HTS: 2.4%; MRP resist rev cytotoxicity: 92.3; MRP resist rev with doxorubicin: 83.0; IL1B NFkB inh cell count 2 µM: 57; NFkB transloc pot cell count 2 µM: 57

How did COc1cccc(/C=N\NC(=O)C2C(=O)NCC2c2ccccc2)c1O (configuration not stated) do in these assays?
Bcl-B TR3 displacers: 6.6%; IL1B NFkB inh: 4.5; NFkB transloc pot: -4.5; PLAP inhibitors HTS: -145.5%; IL1B NFkB inh cell count 2 µM: 126; NFkB transloc pot cell count 2 µM: 126

What do the screens show for `Cc1ccccc1C(=O)NC(=S)Nc1ccc(S(=O)(=O)N2CCN(C)CC2)cc1`?
Bcl-B TR3 displacers: 1.0%; IL1B NFkB inh: 6.7; NFkB transloc pot: -6.7; PLAP inhibitors HTS: -16.3%; IL1B NFkB inh cell count 2 µM: 161; NFkB transloc pot cell count 2 µM: 161

How did CCNC(=O)CN1C(=O)NC2(CCCCCC2)C1=O do in these assays?
MRP resist rev: -12.5; Bcl-B TR3 displacers: -19.0%; IL1B NFkB inh: -33.8; NFkB transloc pot: 33.8; PLAP inhibitors HTS: 7.3%; MRP resist rev cytotoxicity: 84.7; MRP resist rev with doxorubicin: 97.1; IL1B NFkB inh cell count 2 µM: 166; NFkB transloc pot cell count 2 µM: 166

What do the screens show for `CCOC(=O)N1CCN(C(=O)Nc2ccc(Cl)cc2)CC1`?
MRP resist rev: 18.1; Bcl-B TR3 displacers: -7.2%; IL1B NFkB inh: -17.8; NFkB transloc pot: 17.8; PLAP inhibitors HTS: 16.8%; MRP resist rev cytotoxicity: 98.1; MRP resist rev with doxorubicin: 80.0; IL1B NFkB inh cell count 2 µM: 131; NFkB transloc pot cell count 2 µM: 131

How did O=C(CN1CCN(S(=O)(=O)c2ccc(Cl)s2)CC1)NCc1ccc(Cl)cc1 do in these assays?
Bcl-B TR3 displacers: -13.6%; IL1B NFkB inh: -20.1; NFkB transloc pot: 20.1; PLAP inhibitors HTS: -49.9%; IL1B NFkB inh cell count 2 µM: 165; NFkB transloc pot cell count 2 µM: 165

How did CCOc1cc(-c2c(C#N)c(N)nc3c2CCCC3C)ccc1O (configuration not stated) do in these assays?
MRP resist rev: -46.9; Bcl-B TR3 displacers: -0.1%; IL1B NFkB inh: 0.9; NFkB transloc pot: -0.9; PLAP inhibitors HTS: 6.1%; MRP resist rev cytotoxicity: 31.1; MRP resist rev with doxorubicin: 78.0; IL1B NFkB inh cell count 2 µM: 199; NFkB transloc pot cell count 2 µM: 199

Results for CCOc1ncccc1C(=O)OCc1cn2cc(Cl)ccc2n1 ?
MRP resist rev: -37.5; Bcl-B TR3 displacers: 3.1%; IL1B NFkB inh: 10.0; NFkB transloc pot: -10.0; PLAP inhibitors HTS: -51.1%; MRP resist rev cytotoxicity: 35.2; MRP resist rev with doxorubicin: 72.7; IL1B NFkB inh cell count 2 µM: 110; NFkB transloc pot cell count 2 µM: 110

Results for N#Cc1c(NC(=O)c2cccnc2)sc2c1CCC2 ?
MRP resist rev: -26.1; Bcl-B TR3 displacers: 14.2%; PLAP inhibitors HTS: 2.3%; MRP resist rev cytotoxicity: 21.2; MRP resist rev with doxorubicin: 47.3

How did O=C(CSc1nc2ccccc2s1)N1c2ccccc2Sc2ccccc21 do in these assays?
Bcl-B TR3 displacers: 2.6%; IL1B NFkB inh: -15.1; NFkB transloc pot: 15.1; PLAP inhibitors HTS: -16.7%; IL1B NFkB inh cell count 2 µM: 156; NFkB transloc pot cell count 2 µM: 156

How did CCn1cc(C(=O)NCc2cccs2)c(=O)c2ccc(C)nc21 do in these assays?
MRP resist rev: 8.7; Bcl-B TR3 displacers: 7.4%; IL1B NFkB inh: 6.1; NFkB transloc pot: -6.1; PLAP inhibitors HTS: 13.8%; MRP resist rev cytotoxicity: 100.2; MRP resist rev with doxorubicin: 91.5; IL1B NFkB inh cell count 2 µM: 195; NFkB transloc pot cell count 2 µM: 195

What do the screens show for `CCCCSCc1ccc(C(=O)O)o1`?
MRP resist rev: -3.1; IL1B NFkB inh: -17.6; NFkB transloc pot: 17.6; MRP resist rev cytotoxicity: 103.6; MRP resist rev with doxorubicin: 106.7; IL1B NFkB inh cell count 2 µM: 143; NFkB transloc pot cell count 2 µM: 143

How did COc1cc(NC(=O)c2cccs2)c(C(=O)OCC(=O)NC(=O)NC(C)(C)C)cc1OC do in these assays?
MRP resist rev: 27.0; Bcl-B TR3 displacers: -4.6%; IL1B NFkB inh: -26.4; NFkB transloc pot: 26.4; PLAP inhibitors HTS: -17.0%; MRP resist rev cytotoxicity: 98.1; MRP resist rev with doxorubicin: 71.1; IL1B NFkB inh cell count 2 µM: 203; NFkB transloc pot cell count 2 µM: 203

Results for Cc1nc2cccc(C(=O)NC3CCCCC3)c2o1 ?
MRP resist rev: -0.4; Bcl-B TR3 displacers: 7.5%; IL1B NFkB inh: -14.6; NFkB transloc pot: 14.6; PLAP inhibitors HTS: 25.7%; MRP resist rev cytotoxicity: 89.7; MRP resist rev with doxorubicin: 90.1; IL1B NFkB inh cell count 2 µM: 145; NFkB transloc pot cell count 2 µM: 145

How did Cc1c(Cl)cccc1NC(=O)c1cccc(OC(F)F)c1 do in these assays?
Bcl-B TR3 displacers: 7.7%; IL1B NFkB inh: -9.7; NFkB transloc pot: 9.7; PLAP inhibitors HTS: -1.0%; IL1B NFkB inh cell count 2 µM: 142; NFkB transloc pot cell count 2 µM: 142

How did COc1ccc(-c2cn3cccnc3n2)cc1NC(=O)CC(C)C do in these assays?
Bcl-B TR3 displacers: 0.5%; IL1B NFkB inh: -14.2; NFkB transloc pot: 14.2; PLAP inhibitors HTS: 15.5%; IL1B NFkB inh cell count 2 µM: 184; NFkB transloc pot cell count 2 µM: 184

What do the screens show for `N#CCCn1c(-c2nonc2NC(=O)c2ccccc2Cl)nc2ccccc21`?
Bcl-B TR3 displacers: 1.1%; IL1B NFkB inh: -20.0; NFkB transloc pot: 20.0; PLAP inhibitors HTS: 1.2%; IL1B NFkB inh cell count 2 µM: 98; NFkB transloc pot cell count 2 µM: 98

What do the screens show for `CCCOc1ccccc1N/C(=N/c1nc(C)cc(C)n1)NC(=O)COc1ccc(OC)cc1`?
MRP resist rev: -17.9; Bcl-B TR3 displacers: -3.1%; IL1B NFkB inh: -17.7; NFkB transloc pot: 17.7; PLAP inhibitors HTS: -142.4%; MRP resist rev cytotoxicity: 46.2; MRP resist rev with doxorubicin: 64.1; IL1B NFkB inh cell count 2 µM: 171; NFkB transloc pot cell count 2 µM: 171

How did Cc1ccc(C)c(Cn2nnc3c(=O)[nH]c(C(=O)NCc4ccco4)nc32)c1 do in these assays?
MRP resist rev: 19.7; Bcl-B TR3 displacers: 9.7%; PLAP inhibitors HTS: -53.9%; MRP resist rev cytotoxicity: 104.0; MRP resist rev with doxorubicin: 84.3

What do the screens show for `COc1cccc(-c2noc(-c3cccs3)n2)c1`?
MRP resist rev: 0.3; Bcl-B TR3 displacers: -6.7%; IL1B NFkB inh: 4.6; NFkB transloc pot: -4.6; PLAP inhibitors HTS: 28.0%; MRP resist rev cytotoxicity: 84.0; MRP resist rev with doxorubicin: 83.7; IL1B NFkB inh cell count 2 µM: 119; NFkB transloc pot cell count 2 µM: 119

What do the screens show for `CS(=O)(=O)Nc1ccc2c(c1)C(=O)OC2`?
MRP resist rev: -1.9; Bcl-B TR3 displacers: -10.8%; IL1B NFkB inh: -57.5; NFkB transloc pot: 57.5*; PLAP inhibitors HTS: 7.7%; MRP resist rev cytotoxicity: 95.0; MRP resist rev with doxorubicin: 96.9; IL1B NFkB inh cell count 2 µM: 136; NFkB transloc pot cell count 2 µM: 136*

What do the screens show for `COc1cc2c(cc1OC)C(COc1ccc3c(C)cc(=O)oc3c1)N(C(=O)c1ccco1)CC2` (configuration not stated)?
MRP resist rev: 11.0; IL1B NFkB inh: -2.7; NFkB transloc pot: 2.7; MRP resist rev cytotoxicity: 52.5; MRP resist rev with doxorubicin: 41.5; IL1B NFkB inh cell count 2 µM: 117; NFkB transloc pot cell count 2 µM: 117

Results for CN(C)CCN(Cc1ccccc1)c1ccnc(N(C)C)c1C#N ?
MRP resist rev: 11.6; Bcl-B TR3 displacers: -12.5%; IL1B NFkB inh: -52.9; NFkB transloc pot: inconclusive; PLAP inhibitors HTS: -14.4%; MRP resist rev cytotoxicity: 95.2; MRP resist rev with doxorubicin: 83.6; IL1B NFkB inh cell count 2 µM: 130

What do the screens show for `Cc1ccc(/C=C/C(=O)N2CCc3ccccc3C2)cc1`?
Bcl-B TR3 displacers: -7.7%; IL1B NFkB inh: 6.8; NFkB transloc pot: -6.8; PLAP inhibitors HTS: 12.6%; IL1B NFkB inh cell count 2 µM: 175; NFkB transloc pot cell count 2 µM: 175

How did Cc1cccc(C(=O)Nc2cccc(-c3cnc4ccccc4n3)c2)c1 do in these assays?
Bcl-B TR3 displacers: 0.0%; IL1B NFkB inh: -15.9; NFkB transloc pot: 15.9; PLAP inhibitors HTS: 5.0%; IL1B NFkB inh cell count 2 µM: 138; NFkB transloc pot cell count 2 µM: 138

Source: PubChem (several laboratories)
